# Screens (PubChem)
# HT1080NT lethal = qHTS for induction of synthetic lethality in tumor cells producing 2HG: qHTS for the HT-1080-NT fibrosarcoma cell line. HT-1080-NT fibrosarcoma viability, CellTiter-Glo ATP luminescence, 48 h. 1.6% of 360,000 active. AID 686970, 2013. Potency, µM (titrated, usually from 46.1 µM), for inactives: top-dose activity, negative = less viability, actives largely listed as cytotoxic;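 note: NT is the 2HG producing partner of a matched IDH1 knockdown line; potency is the fitted concentration of half-maximal effect; 0% = DMSO-treated cells and -100% = media-only wells without cells; nearly all actives have a fitted effect of over 55% in size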
#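 Read-out is CellTiter-Glo luminescence after 10 minutes at room temperature, following 48 hours' compound treatment of HT-1080-NT cells (750 cells/well, RPMI, 5% FBS, 37 degrees C).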
# HepG2 viability = qHTS for Inhibitors of TGF-b: Cytotox Counterscreen | HepG2 CAGA-GFP viability, ATP luminescence, 18 h | Potency, µM (top dose mostly 46.1 µM), inactives show top-dose activity change, negative = cytotoxicity, actives largely listed as cytotoxic | 0.76% of 410,000 active | AID 588856, 2011; note: potency is the fitted concentration of half-maximal effect; some results filed as inactive show a strong effect at the top dose
#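 CellTiter-Glo luminescence gave cytotoxicity after 18 hours at 37 degrees C. The cells were HepG2 CAGA-GFP in 1% FBS DMEM, stimulated with 500 pg/mL TGF-beta after compound addition. %Activity was normalised to no-cell wells (complete cell-killing) and DMSO (no toxicity), and curves were fitted and classified.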
# KB-3-1 tox = qHTS assay for MDR1-selective chemotherapeutics: Primary screen using the parental adenocarcinoma cell KB-3-1; KB-3-1 viability, CellTiter-Glo ATP luminescence, 72 h; Potency, µM (series often up to 46.1 µM), for inactives: at the top dose activity change, negative = cytotoxic, hits mostly cytotoxic; 1.4% of 400,000 active; note: potency is the fitted concentration of half-maximal effect; % is set by controls: 0 for no effect and ±100 for the full control effect; nearly all actives have a fitted effect of over 60% in size
#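 KB-3-1 cells, DMEM (no phenol red) + 10% FBS; compound by pin transfer, 72 h, 37 °C. Readout: CellTiter-Glo luminescence after 10 min. Data normalized, curve-fitted.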
# S2 tox = Viability Counterscreen for Primary qHTS for Inhibitors of ATXN expression. S2 cells (HEK-293 line with an ATXN2-luciferase reporter) viability, CellTiter-Fluor protease fluorescence, 24 h. Potency, µM (top dose mostly 56.7 µM), actives largely listed as cytotoxic. 0.49% of 400,000 active. AID 651635, 2014; note: potency is the fitted concentration of half-maximal effect; nearly all actives have a fitted effect of over 40% in size
# MCF10A rereplic = A quantitative high throughput screen for small molecules that induce DNA re-replication in MCF 10a normal breast cells; Potency, µM (highest dose often 46.1 µM), without a hit: top-dose activity, positive = re-replication, actives largely listed as activators; MCF 10A DNA re-replication, Hoechst nuclear intensity, 48 h; AID 624296, 2012; 2.9% of 350,000 active; note: potency is the fitted concentration of half-maximal effect; % of control where 0% means no effect; nearly all actives have a fitted effect of over 50% in size
# IL1B secr inh = qHTS for Inhibitors of Inflammasome Signaling: IL-1-beta AlphaLISA Primary Screen; activity change, % at 57.5 µM; THP-1 LPS/ATP IL-1B secretion, AlphaLISA, 16 h; stronger effect = lower value; 4.7% of 360,000 active; in the data active = activity change below about -50%; inconclusive = mostly about -30% to -49%; note: % is set by controls: 0 for no effect and ±100 for the full control effect
#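 THP-1 cells pretreated 1 hr with compounds (up to 57.5 uM final), then stimulated with LPS (250 ng/mL final) plus ATP (1.25 mM final); secreted IL-1B measured by AlphaLISA after 16 hr, decreased signal indicating inhibition.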
# SW480 rereplic = A quantitative high throughput screen for small molecules that induce DNA re-replication in SW480 colon adenocarcinoma cells; SW480 DNA re-replication, Hoechst DNA content imaging, 48 h; Potency, µM (series often up to 46.1 µM), for the others: top-dose re-replication activation, most hits filed as activators; 1.8% of 340,000 active; AID 624297, 2012; note: potency is the fitted concentration of half-maximal effect; % of control where 0% means no effect; nearly all actives have a fitted effect of over 55% in size
#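 Treated cells incubate 48 hr (37 C, 5% CO2), are stained 40 min with Hoechst, and nuclear fluorescence is enumerated; a rise in nuclei with high DNA signal marks re-replication.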
# HT1080 IDH1KD tx = qHTS for induction of synthetic lethality in tumor cells producing 2HG: qHTS for the HT-1080-IDH1KD cell line; 2% of 360,000 active; Potency, µM (series often up to 46.1 µM), for inactives: at the highest dose activity, negative = toxicity, most hits filed as cytotoxic; AID 686971, 2013; HT-1080 IDH1 knockdown viability, ATP luminescence, 48 h;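 note: potency is the fitted concentration of half-maximal effect; 0% = DMSO wells and -100% = cell-free medium wells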
#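 Cytotoxicity counter-line: IDH1KD HT-1080, 48 h, CellTiter-Glo. Curves classed by r2, magnitude and activity.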
# ATXN2 expr inh = Primary qHTS for Inhibitors of ATXN expression; Potency, µM (highest dose often 57 µM), for the others: at the top dose activity change, negative = inhibition, most hits filed as inhibitors; HEK-293 ATXN2-luciferase reporter, luminescence, 24 h; 0.72% of 360,000 active; note: potency is the fitted concentration of half-maximal effect; % is set by controls: 0 for no effect and ±100 for the full control effect; nearly all actives have a fitted effect of over 55% in size
#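 qHTS (up to 57 uM final) was run with 24 h compound exposure of reporter cells at 37 °C. Each well was multiplexed: SteadyGlo luminescence measured ATXN2-luciferase expression after a fluorogenic Gly-Phe-AFC viability readout (25 uM final).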
# Active calls of the source: *; i = inactive; ? = inconclusive; / = no result given; [ ] = remark or other dose. Unless noted, calls come from the whole dose curve; as a rule, active = well fitted curve in the direction sought with a large enough effect; inconclusive = small, poorly fitted or top-dose-only effect, or another doubt; inactive = no such curve, though single readings can be large; an effect the other way counts as inactive or inconclusive. Not a hit list; overall some 8.9% were active at least once.
SMILES,HT1080NT lethal,HepG2 viability,KB-3-1 tox,S2 tox,MCF10A rereplic,IL1B secr inh,SW480 rereplic,HT1080 IDH1KD tx,ATXN2 expr inh
CCCCN(CC)C(=S)Nc1ccc2nc(N3CCN(C)CC3)cc(C)c2c1,4%,-34%,-8%,?,?,?,?,-5%,/
CCN(CC)S(=O)(=O)c1cccc(NC(=O)COC(=O)c2[nH]c(C)c(C(C)=O)c2C)c1,0%,-18%,?,?,/,53,/,?,/
COc1ccc(CNC(=O)C2CC(C)=CCC2C(=O)O)cc1 (stereo unspecified),11%,8%,5%,i,0%,74,-20%,11%,4%
Cc1cc2oc(=O)cc(CN3CCOCC3)c2cc1O,0%,3%,-2%,i,7%,29,-6%,6%,-5%
COc1ccc(CNC(=O)CCc2c(C)c3ccc(OC)c(C)c3oc2=O)cc1OC,/,-2%,0%,i,/,/,/,/,11%
O=C(Nc1ccc(Oc2cccc(C(F)(F)F)c2)nc1)c1ccco1,-22%,-22%,-8%,?,1%,-13,-11%,?,-15%
CC1(C(=O)Nc2cnc3ccccc3c2)CCN1C(=O)C/C=C/c1ccccc1 (stereo unspecified),-12%,8%,0%,?,/,0,/,-12%,-11%
COCCCn1c(SCC(=O)Nc2cccc(C(=O)OC)c2)nnc1-c1ccncc1,0%,-1%,15%,i,-178%[0.0737 µM],0,-3%,2%,-9%
CCS(=O)(=O)N1CCN(c2ccccc2)CC1,15%,-4%,5%,i,-7%,8,4%,10%,-1%
CN1C(=O)CC(N2CCN(c3ccc(Cl)cc3)CC2)C1=O (stereo unspecified),3%,0%,1%,i,-6%,19,-5%,4%,-8%
COc1ccc(-c2[nH]ncc2CN(C)Cc2cccnc2)c(OC)c1,-8%,-2%,0%,i,11%,-23,21%,-8%,-3%
CCOC(=O)C1=C(N)N(c2ccccc2)C(=O)C1,14%,-4%,-21%,i,?,18,?,17%,7%
CCCN1C(=O)C2C(C(=O)Nc3cccc(OC)c3)C3C=CC2(O3)C1C(=O)NC1CCCCC1 (stereo unspecified),4%,-18%,-8%,i,2%,0,-3%,11%,-7%
CC(C)OCCCNC(=O)c1cn(C)c2ccc(S(=O)(=O)N3CCCCCC3)cc2c1=O,/,11%,?,i,/,/,/,/,2%
COc1ccc([C@H]2CC(=O)C=C(c3ccccc3C(F)(F)F)C2)cc1,0%,1%,3%,?,?,-7,-6%,0%,0%
CCOc1ccc(NC(=O)c2cc3c(=O)n(C)c4ccccc4c3n2C)cc1,14%,8%,-5%,i,5%,10,2%,24%,-9%
O=C(Cn1nc(C(F)(F)F)c2c1CCC2)NC1CCCCC1,-2%,1%,-4%,i,-185%[0.0737 µM],6,-13%,5%,5%
CC(C)n1c2ccccc2c2cc([N+](=O)[O-])ccc21,0%,-3%,-11%,i,?,-6,-2%,-24%,-8%
CCOc1cccc(-c2nc3ccccc3c(=O)o2)c1,/,-18%,0%,i,/,/,/,/,22%
CCn1c(-c2ccccc2)c(C(=O)CCl)c2ccccc21,?,9%,-2%,4µM*,23µM*,-108*,?,21µM*,/
CCOc1nc(Nc2ccc(OC)cc2)nc(OCC)n1,0%,-11%,6%,i,1%,?,-4%,-8%,-5%
Cc1ccc(OCCNC(=O)CNC(=O)c2ccc(C)cc2)cc1,0%,4%,-12%,i,1%,7,-2%,-1%,-3%
COc1ccc(CNCCC(c2ccc(OC)cc2)c2ccccc2OC)cc1 (stereo unspecified),15µM*,11µM*,?,?,?,-83*,?,21µM*,-37%
Cc1cccc(NC(=O)CN2CCN(C(=O)CN3C(=O)NC4(CC(C)CC(C)(C)C4)C3=O)CC2)c1C (stereo unspecified),2%,-8%,-3%,i,?,0,6%,-7%,-15%
Cc1nc(S(=O)(=O)N(C)Cc2ccccc2)c(C#N)c(C)c1Cl,12%,-9%,0%,i,2%,-24,-5%,2%,2%
COc1ccc(/C=N/OCC(=O)N(Cc2ccc(OC)cc2)c2ccccc2C(=O)O)cc1,9%,10%,1%,i,11%,6,-5%,5%,-23%[11.3 µM]
O=C(NCC(c1cccs1)N1CCOCC1)c1ccc(Cl)nc1 (stereo unspecified),?,-1%,?,i,18µM*,29,?,?,-4%
COc1ccc(NC(=S)N(CCCOC(C)C)C2CCN(C(C)=O)CC2)cc1Cl,6%,0%,-10%,i,-1%,-8,-3%,9%,/
CCN(CC)S(=O)(=O)c1ccc(NCc2ccccn2)nc1,6%,2%,16%,i,2%,-13,2%,16%,1%
Brc1cccc(-c2nn(-c3ccccc3)c3c2cnc2cc4c(cc23)OCO4)c1,/,-4%,4%,i,/,/,/,/,6%
CC(C)(C)c1ccc(OCc2nc3ccccc3n2CCOc2ccccc2)cc1,/,-36%,-3%,?,/,/,/,/,-7%
Cc1ccc(C(=O)N2CCC(C(=O)NC3CCCC3)CC2)cc1,-2%,-4%,1%,i,-13%,17,-10%,2%,-4%
O=S(=O)(c1ccccc1)n1cc(-c2ccccn2)c(N2CCOCC2)n1,1%,-11%,-2%,i,6%,11,2%,4%,/
c1ccc(C2Nc3ccccc3Oc3ccccc32)cc1 (stereo unspecified),-27%,-29%,-23%,i,10%,8,-3%,-22%,-14%
CC1CCCN(C(=O)c2ccc3c(=O)n4nc(Nc5ccccc5)sc4nc3c2)C1 (stereo unspecified),-5%,0%,-19%,i,/,-15,/,-14%,/
Cc1ccc(SCc2cn3cc(Cl)ccc3n2)cc1,0%,-11%,-2%,i,9%,-3,14%,-7%,49%[activator]
Cc1n[nH]c(=O)c2c(NC(=O)CSc3nn(-c4ccc(F)cc4)c(=S)s3)oc(C)c12,0%,-15%,4%,i,4%,6,-3%,-1%,-3%
CC(C)OC(=O)CSc1ncnc2c1cnn2-c1ccccc1,7%,-4%,-5%,i,-2%,9,-12%,21%,4%
CCOC(=O)c1[nH]c(C)c(C(=O)Nc2ccc3c(c2)OCCO3)c1C,5%,4%,18%,i,3%,0,1%,-2%,14%
Cc1ccc2cc(CCNC(=O)c3ccc(S(=O)(=O)N4CCOCC4)cc3)c(=O)[nH]c2c1C,10%,-26%,0%,i,6%,i,-2%,12%,-3%

# Only ATXN2 expr inh, for some of the entries so far:
Molecule | ATXN2 expr inh
CCN(CC)S(=O)(=O)c1ccc(NCc2ccccn2)nc1 | 1%
Brc1cccc(-c2nn(-c3ccccc3)c3c2cnc2cc4c(cc23)OCO4)c1 | 6%

# Single entries from the entries so far.
# For IL1B secr inh, `CC1CCCN(C(=O)c2ccc3c(=O)n4nc(Nc5ccccc5)sc4nc3c2)C1` (stereo unspecified) has the entry -15
# For ATXN2 expr inh, `CC(C)(C)c1ccc(OCc2nc3ccccc3n2CCOc2ccccc2)cc1` has the entry -7%
# For HepG2 viability, `Cc1cccc(NC(=O)CN2CCN(C(=O)CN3C(=O)NC4(CC(C)CC(C)(C)C4)C3=O)CC2)c1C` (stereo unspecified) has the entry -8%
# For HT1080 IDH1KD tx, `Cc1ccc(C(=O)N2CCC(C(=O)NC3CCCC3)CC2)cc1` has the entry 2%
# For HepG2 viability, `COc1ccc(CNCCC(c2ccc(OC)cc2)c2ccccc2OC)cc1` (stereo unspecified) has the entry 11µM*
# For KB-3-1 tox, `CCOC(=O)c1[nH]c(C)c(C(=O)Nc2ccc3c(c2)OCCO3)c1C` has the entry 18%

# (next part)
SMILES,HT1080NT lethal,HepG2 viability,KB-3-1 tox,S2 tox,MCF10A rereplic,IL1B secr inh,SW480 rereplic,HT1080 IDH1KD tx,ATXN2 expr inh
CCOc1ccccc1N1CCN(C(=O)c2ccc(-c3ccc(OC(C)=O)cc3)cc2)CC1,-10%,-22%,2%,i,8%,-8,-33%,-1%,/
COc1ccccc1C1C(C#N)=C(N)N(N(C)C)C2=C1C(=O)CC(C)(C)C2 (stereo unspecified),4%,-5%,-20%,i,10%,-15,-5%,-3%,0%
COc1ccc(C2(C)NC(=O)N(CC(=O)NCc3ccccc3F)C2=O)cc1 (stereo unspecified),-6%,-13%,-1%,i,-8%,41,2%,-1%,2%
CS(=O)(=O)N(CC(=O)N1CCc2ccccc2C1)c1ccccc1F,0%,-19%,0%,i,-2%,11,3%,-2%,-12%
COc1ccc(C2C(C(=O)c3sc(C)nc3C)=C(O)C(=O)N2CCCn2ccnc2)cc1 (stereo unspecified),22%,1%,12%,i,-1%,-1,2%,24%,23%
CS(=O)(=O)N1CCN(C(=O)Cc2ccc(Br)cc2)CC1,1%,-31%,4%,?,6%,12,-7%,3%,4%
CC(CCc1ccccc1)NCC(O)COc1ccccc1 (stereo unspecified),0%,-21%,0%,i,0%,-19,-32%[inhibitor],5%,/
Cc1nnc2sc(-c3ccc(NC(=O)c4ccc(-c5ccc(Cl)cc5Cl)o4)cc3)nn12,0%,1%,?,i,6%,21,0%,-5%,-8%

# Reformatted: three of the compounds above.
# Every second line gives: HT1080NT lethal, HepG2 viability, KB-3-1 tox, S2 tox, MCF10A rereplic, IL1B secr inh, SW480 rereplic, HT1080 IDH1KD tx, ATXN2 expr inh
> O=C(NCC(c1cccs1)N1CCOCC1)c1ccc(Cl)nc1 (stereo unspecified)
→ ?, -1%, ?, i, 18µM*, 29, ?, ?, -4%
> COc1ccc(NC(=S)N(CCCOC(C)C)C2CCN(C(C)=O)CC2)cc1Cl
→ 6%, 0%, -10%, i, -1%, -8, -3%, 9%, /
> CCN(CC)S(=O)(=O)c1ccc(NCc2ccccn2)nc1
→ 6%, 2%, 16%, i, 2%, -13, 2%, 16%, 1%
